PV pol inh = poliovirus RdRp elongation inhibitors, primary screen, biochemical, fluorescence polarization, total intensity | Genome polyprotein (Poliovirus type 1 (strain Mahoney)), P03300 | poliovirus polymerase elongation; hits give low values | % elongation, % (compound at 16.7 µg/mL) | 150,000 compounds, 0.66% hits | AID 588519, 2011; in the data active = % elongation below about 90%; note: some results filed as inactive read as strong as hits
Target sequence (P03300 1749-2209 limits assumed): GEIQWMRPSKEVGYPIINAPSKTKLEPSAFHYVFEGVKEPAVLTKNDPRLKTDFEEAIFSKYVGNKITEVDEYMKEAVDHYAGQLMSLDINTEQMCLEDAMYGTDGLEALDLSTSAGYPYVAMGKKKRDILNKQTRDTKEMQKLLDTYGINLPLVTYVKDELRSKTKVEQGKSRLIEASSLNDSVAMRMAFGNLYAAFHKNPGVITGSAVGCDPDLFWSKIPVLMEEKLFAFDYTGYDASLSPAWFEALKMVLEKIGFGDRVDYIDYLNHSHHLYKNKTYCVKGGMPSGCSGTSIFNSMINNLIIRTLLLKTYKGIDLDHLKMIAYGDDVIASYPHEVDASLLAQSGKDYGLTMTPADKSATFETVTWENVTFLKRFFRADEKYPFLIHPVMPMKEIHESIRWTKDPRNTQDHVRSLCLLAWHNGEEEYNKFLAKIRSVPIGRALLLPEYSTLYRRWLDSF
PV pol inh FP z-score = recorded beside PV pol inh, whose call it bears; z-score; measured here: FP z-score; hits read low
Starred values were filed as active, the others as inactive. Only part of the results is shown, so the mix of outcomes need not match the whole.

SMILES	PV pol inh	PV pol inh FP z-score
COC(=O)C1=C(C)NC(C)=C(C(=O)OC)C1C(=O)OC(C)C(=O)Nc1ccc(C)cc1 (configuration not stated)	103	-0.1
COc1ccc2c(c1)cc(CNc1ccc(OC)c(OC)c1)c(=O)n2CC(=O)Nc1ccccc1C	108	0.4
O=S(=O)(Nc1ccccc1O)c1ccccc1	100	-1.1
COC(=O)c1c(C)[nH]c(C(=O)CN(C)Cc2cccc(OC)c2)c1C	108	0.6
Cc1cccc(NC(=O)c2ncoc2-c2ccccc2Cl)c1C#N	101	-0.2
Cc1cc(C)cc(-n2ccnc(NCc3ccc(F)cc3)c2=O)c1	109	0.5
O=c1c2ccccc2nnn1CSc1nncs1	103	0.1
COc1ccc(C(=O)n2nc(-c3cccnc3)nc2N)cc1	102	0.1
COc1ccc(C(=O)c2c(NC(C)=O)sc3c2CCN(C(=O)OC(C)(C)C)C3)cc1	102	-0.4
COc1ccccc1Nc1ccc(S(=O)(=O)N2CCCC2)cn1	100	0
O=C(CCCn1c(=O)c2ccc(Cl)cc2n(CC(=O)c2cccc(Br)c2)c1=O)NCc1ccco1	102	0.2
Cc1nc(SCC(=O)N(C)C2(C#N)CCCCC2)c2ccccc2n1	124	2.2
COc1ccc2[nH]c3c(=O)n(CCCCC(=O)Nc4ccccc4)c(=S)[nH]c3c2c1	100	-0.3
O=C(Cc1cccc2ccccc12)NN1C(=O)C2C3C=CC(C3)C2C1=O (configuration not stated)	106	0.3
COc1ccc(CNC(=O)CCCn2c(=O)c3cccn3c3ccc(F)cc32)cc1OC	107	0
O=C1c2nc3cc(-c4ccccc4)[nH]n3c(=O)c2CN1Cc1ccco1	103	0.4
CCC(=O)N1CCc2cc(S(=O)(=O)NCCC(=O)NC(C)c3ccccc3)ccc21 (configuration not stated)	107	0.5
CCN(CC)C(=O)Cn1cc(C#N)c2ccccc21	100	-0.8
NS(=O)(=O)c1ccc(N=Cc2ccccc2)cc1	103	0.4
Cc1ccc2oc(=O)c3cc(C(=O)NCCCOC(C)C)sc3c2c1	104	0.1
COC(=O)Nc1ccc(Br)cn1	104	0.2
Cc1cc(C(=O)CSc2nnc(Cc3cccs3)n2CCc2ccccc2)c(C)n1CC1CCCO1 (configuration not stated)	98	-0.9
CN(C)C(CNC(=O)c1cccc(C#N)c1)c1ccco1 (configuration not stated)	105	0.4
Cc1ccc(Cl)cc1N1CCN(C(=O)c2cc3c(-c4ccccc4F)nn(C)c3s2)CC1	107	0.5
CCN(CC)C(=O)CSc1nnc(COc2ccc(Br)cc2)o1	101	0
O=C(C[n+]1cccc(/C=N/O)c1)N1CCOCC1	101	0.1
COc1cc(Cl)c(C)cc1Nc1nc2ccccc2n2cnnc12	107	1
CCN1CCCC1CNS(=O)(=O)c1ccc(-c2cc(C(F)(F)F)no2)s1 (configuration not stated)	104	2
O=C(c1cccs1)n1cc2c(n1)-c1cc(Cl)ccc1SC2	103	0.5
COc1cccc(Nc2nc3cc(C)ccc3nc2NS(=O)(=O)c2ccc(Cl)cc2)c1	99	-1
Cc1nn(-c2ccccc2)c2c1C(C(F)(F)F)(C(F)(F)F)C(C#N)=C(N)O2	107	0.6
N=C(N)n1nc(-c2ccccc2)cc1N	101	-0.1
Cc1ccc(NC(=O)CCc2c(C)nn(-c3ccc(N4CCOCC4)nn3)c2C)c(C)c1	108	0.5
CC1(C)CC(=O)CC(C2(O)C(=O)N(Cc3ccccc3)c3ccccc32)O1 (configuration not stated)	100	-0.3
Nc1c(C(=O)Nc2ccccc2Cl)c2ccccn2c1C(=O)c1ccccc1	104	-0.6
O=C1c2ccccc2C(=O)N1c1nccs1	101	-0.2
Cc1cc(S(=O)(=O)NCc2c(N(C)C)cccc2N(C)C)c(Cl)cc1Cl	107	0.6
CCCSc1ncnc2c1c(-c1ccccc1)cn2-c1ccccc1OC	99	-0.7
CCOCCCNC(=O)C1CCN(c2nc3ccc(Cl)cc3[nH]2)CC1	112	1.1
O=C(O)CN(CC(=O)Nc1cccnc1)Cc1ccccc1	103	0.5
Cc1ccccc1-c1nc(CS(=O)(=O)CC(=O)NCC(C)c2ccccc2)c(C)o1 (configuration not stated)	102	-0.4
C=CCn1c(=N)n(CCOc2ccccc2Cl)c2ccccc21	102	-0.1
CC(=O)N1c2ccccc2CC1C (configuration not stated)	101	-0.3
CCCC(=O)N1CCN(c2ccc(NC(=O)c3cc(OC)c(OC)c(OC)c3)cc2Cl)CC1	102	0.2
CCn1c(C(C)(C)C)nc2ccccc21	100	-0.1
CNC(=O)Oc1c(Cl)cc(Cl)cc1Cl	103	0.5
CCN1CCN(c2ncnc3c2cnn3-c2ccc(C)cc2)CC1	108	0.2
CCOCCn1ccc2c(OCC(=O)NCc3ccc(C)cc3)cccc2c1=O	102	-1.3
C(=NN1CCN(C2c3ccccc3-c3ccccc32)CC1)c1ccco1	104	0.9
CC1(C)CN=C(NCc2cccnc2)S1	104	0.5
O=C(Nc1cccc(C(F)(F)F)c1)Nc1ccc2snnc2c1	110	0.6
Cc1cccc(COc2ccc3c(C)cc(=O)oc3c2)c1	105	0.6
Cc1c(C)n(Cc2ccccc2)c2ccc(C(=O)N3CCN(c4ccccc4)CC3)cc12	107	0.2
O=S(=O)(Nc1cccc(-c2ccc(N3CCOCC3)nn2)c1)c1ccc(F)c(C(F)(F)F)c1	105	-0.2
COc1cc(OC)c(C2=NOC(C(=O)NCC3CCCO3)C2)cc1Cl (configuration not stated)	101	0.1
CCN(CC)S(=O)(=O)c1ccc(NC(=O)[C@H](CSCc2ccccc2)N2Cc3ccccc3C2=O)cc1	110	1.4
O=C(Nc1ccccc1C(F)(F)F)N1CCOc2ccccc21	100	-1.2
Cc1cc(OCC(=O)NCC2(N3CCN(C)CC3)CCCCC2)cc(C)c1Cl	111	0.9
Cn1ccc(NC(=O)NC(=O)c2c(Cl)cccc2Cl)n1	103	0.4
O=C(O)C(c1ccccc1)N1C(=O)/C(=C\c2ccco2)SC1=S (configuration not stated)	99	-0.9

One compound at a time, as listed above. Values in the order: PV pol inh, PV pol inh FP z-score
Shown for CCCC(=O)N1CCN(c2ccc(NC(=O)c3cc(OC)c(OC)c(OC)c3)cc2Cl)CC1 = 102, 0.2
Shown for O=c1c2ccccc2nnn1CSc1nncs1 = 103, 0.1
Shown for COc1ccc(C(=O)c2c(NC(C)=O)sc3c2CCN(C(=O)OC(C)(C)C)C3)cc1 = 102, -0.4
Shown for Cc1cc(S(=O)(=O)NCc2c(N(C)C)cccc2N(C)C)c(Cl)cc1Cl = 107, 0.6

(further entries)
SMILES	PV pol inh	PV pol inh FP z-score
Cc1nc(NC(=O)CSc2ccccc2)sc1-c1ccccc1	104	0.9
CCc1nonc1NC(=O)c1oc2ccccc2c1C	112	1
O=C(CN1C(=O)C2CC=CCC2C1=O)NCC(F)(F)F (configuration not stated)	104	0.1
CC(=O)Nc1cc(NC(C)=O)cc(-c2nc3ccccc3[nH]2)c1	102	-0.2
CC(C)Cn1c(-c2ccccc2)nc2ccccc21	103	0.2
Cc1ccc(Cn2cccc(C(=O)Nc3nnc(C)s3)c2=O)cc1	105	0
COC(=O)C1Cc2ccccc2CN1Cc1c(O)ccc2ccccc12 (configuration not stated)	100	0
CCOc1ccc(OCC(O)CNC2CC(C)(C)NC(C)(C)C2)cc1 (configuration not stated)	103	0
Cc1ccc(C(=O)n2cnc3ccccc32)cc1	104	0.4
COc1ccc(Cl)cc1NC(=O)CN(c1cccc(C)c1C)S(=O)(=O)c1ccccc1	101	-1.3
Cc1ccccc1C(=O)Nc1c(C)[nH]c(=O)[nH]c1=O	106	0.4
COc1ccc(/C=C/c2onc(C)c2S(=O)(=O)N2CCC(C(=O)N3CCCCC3)CC2)cc1	106	0.3
CC(C)(C)C(=O)/C(C#N)=c1\s/c(=C\c2ccncc2)c(=O)n1CCCN1CCOCC1	102	0.1
CCN(CC)S(=O)(=O)c1cccc(-c2nc(=S)[nH][nH]2)c1	108	0.7
CCNCC(=O)Nc1ccccc1C(F)(F)F	100	-0.1
COC(=O)/C=C1\SC(=NC(=O)c2ccc(OC)cc2)NC1=O	102	0
COc1ccc(N2CCN(CC(O)COc3ccc(C)cc3C)CC2)cc1 (configuration not stated)	109	1.2
Cc1cccc(-n2c3c(c(=O)[nH]c2=S)CN(CCc2ccccc2)CN3)c1	103	1.6
CC1CCCCN1S(=O)(=O)c1ccc(NC(=O)COc2ccc(F)cc2)cc1 (configuration not stated)	101	0.2
CC1=C(C(=O)Nc2ccccc2F)C(c2ccsc2)C2=C(CC(C)(C)CC2=O)N1 (configuration not stated)	104	0.5

Ordered by SMILES length (largest number first): 7 of the compounds above.
SMILES	PV pol inh	PV pol inh FP z-score
COc1ccc(/C=C/c2onc(C)c2S(=O)(=O)N2CCC(C(=O)N3CCCCC3)CC2)cc1	106	0.3
CC1CCCCN1S(=O)(=O)c1ccc(NC(=O)COc2ccc(F)cc2)cc1 (configuration not stated)	101	0.2
CC(=O)Nc1cc(NC(C)=O)cc(-c2nc3ccccc3[nH]2)c1	102	-0.2
Cc1ccc(Cn2cccc(C(=O)Nc3nnc(C)s3)c2=O)cc1	105	0
Cc1nc(NC(=O)CSc2ccccc2)sc1-c1ccccc1	104	0.9
CC(C)Cn1c(-c2ccccc2)nc2ccccc21	103	0.2
CCc1nonc1NC(=O)c1oc2ccccc2c1C	112	1

The listing continues.
SMILES	PV pol inh	PV pol inh FP z-score
COc1ccc(-c2noc(COC(=O)/C=C/c3ccc(OC(F)F)cc3)n2)c(OC)c1	104	0.1
Cc1cc(C)cc(-c2nnc(SC(C)c3nc4ccccc4c(=O)[nH]3)o2)c1 (configuration not stated)	107	0.7
O=C(COC(=O)/C=C/c1ccc(Br)o1)Nc1ccc2[nH]c(=O)[nH]c2c1	99	-0.4
CCc1ccccc1N(C)C(=O)c1cc2c(=O)oc3ccccc3c2s1	106	0.2
CC(C)N(Cc1nc(-c2ccccc2)no1)C(=O)C(C)(C)C	102	0
NC(=O)c1ccccc1O	104	1.3
CC(Sc1ccc(Br)cc1)C(N)=O (configuration not stated)	105	0.4
C=CCN1C(=O)C2(C(C#N)=C(N)OC(C)=C2C(=O)OC)c2ccccc21 (configuration not stated)	104	0.4
COc1ccc(C(=O)COC(=O)C2CCC(=O)N2)cc1 (configuration not stated)	107	0.5
CCOc1ccc(N2CC(NC(=O)C3CCCCC3)CC2=O)cc1 (configuration not stated)	110	0.7
CC1=CC(=C2C(=O)NC(=O)NC2=O)C=C(C(F)(F)F)N1C(C)C	100	-0.1
COC(=O)C(Cc1ccccc1)NC(=O)C1CC(=O)N(c2cccc(C)c2C)C1 (configuration not stated)	104	0.2
Cc1cc(-c2ccc(S(=O)(=O)N3CCC4(CC3)OCCO4)s2)n[nH]1	100	-0.8
NC(=O)c1ccccc1NC(=O)COCC(=O)O	104	0.6
C=CCOc1ccc(CNCc2cccnc2)cc1OC	100	-0.1
CCOc1ccc(C2C(C(=O)Nc3ccc(OC)cc3)=C(C)Nc3nc(CCCO)nn32)cc1 (configuration not stated)	104	0.1
O=C(CC1OC(=O)c2ccccc21)Nc1ccccc1N1CCOCC1 (configuration not stated)	99	-0.2
CCOC(=O)c1c(NC(=O)c2cc(=O)c3c(C)cc(C)cc3o2)sc(C)c1C	112	0.8
CC1CCN(c2cc(N3CCC4(CC3)OCCO4)c3noc4c3c2C(=O)c2ccccc2-4)CC1	112	2.2
Cc1ccc(OCCn2cccc2/C=C2\C(=N)N3N=C(N4CCCC4)SC3=NC2=O)c(C)c1	100	-0.2
Clc1cc2c(cc1C=Nc1ccc(N3CCOCC3)cc1)OCO2	101	-0.3
CCCN(CCC)CCCNC(=O)c1cc2c(=O)[nH]c3ccccc3c2n1C	106	0.4
CCn1cnc2c1c(=O)n(CC(=O)Nc1cccc(OC)c1)c(=O)n2Cc1ccccc1	106	0.4
CCOC(=O)c1noc2ncnc(Nc3ccc(F)cc3F)c12	104	-0.6
Cc1cc2oc(C(=O)Nc3c(C)n(C)n(-c4ccccc4)c3=O)cc(=O)c2cc1C	111	0.7
COCCCNc1nc2c(c(=O)n(C)c(=O)n2C)n1Cc1ccccc1	104	-0.7
COc1ccccc1NC(=O)C1c2cc(OC)c(OC)cc2C(=O)N(C)C1c1cccnc1 (configuration not stated)	100	-0.1
CCOC(=O)c1nccn1CC(=O)N(C)c1ccccc1	101	-0.1
Cc1ccccc1-n1cnnc1SCC(=O)Nc1ccc(S(=O)(=O)N2CCCC2)cc1	101	-0.5
COc1ccc(CN2CCN(C)CC2)cc1Br	98	-0.3
O=C(C1CCN(S(=O)(=O)c2cccs2)CC1)N(c1ccccn1)C1CCCCC1	100	-0.2
C=CCn1c(=O)/c(=C/c2ccc(C)o2)s/c1=C(/C#N)C(=O)c1ccccc1	46	-6.9
COc1ccc(C(=O)ON2C(=O)CCC2=O)cc1	101	0
CCc1ccc(-n2c(SCc3nc(-c4cc(OC)ccc4OC)no3)nnc2-c2ccccc2)cc1	107	0
c1cncc(-c2csc(-c3cccnc3)n2)c1	102	0.2
COCCCNC(=O)CSc1nc2cc3c(cc2c(=O)n1CCCCCC(=O)NCCc1ccc(OC)c(OC)c1)OCO3	107	0.2
CN1CCC(N(C)C(=O)c2cccc(S(=O)(=O)N3CCN(c4ccccc4)CC3)c2)CC1	103	0.1
Cc1noc(C)c1C(=O)NNc1ccccc1C(F)(F)F	104	0.7
COc1ccccc1NC(=O)C1CCN(c2ncnc3c2nc2n3CCCCC2)CC1	108	0.8
O=C(CSC1=NCCc2ccccc21)c1ccc(-c2ccccc2)cc1	83*	-4*
N#C/C(=C\c1ccco1)S(=O)(=O)c1ccc(Cl)cc1	102	0.2
COC(=O)C(C)Oc1ccc2c(c1)oc(=O)c1ccccc12 (configuration not stated)	96	-1.1
O=C(OCc1cc(=O)n2ccccc2n1)c1ccc(Cl)c(S(=O)(=O)N2CCCC2)c1	107	0.6
C=CCOC(=O)OCn1c(=O)sc2ccccc21	107	0.2

High-throughput results as filed in PubChem.
